# Screening data (PubChem)
# DNA FID counter – counter-screen for HCV NS3 helicase inhibitors: DNA intercalator displacement; DNA fluorescent intercalator displacement, fluorescence; inhibition, % at 7.9 µM; 290,000 compounds, 0.17% hits; AID 1845; in the data active = inhibition above about 37%;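 note: 0% = vehicle and 100% = reference compound; higher means more ethidium bromide displaced from hairpin DNA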
# IDE act – activators of human insulin-degrading enzyme in cells. AID 493087. activation, % at 5.96 µM. 340,000 compounds, 0.073% hits. HEK cells, FAbeta-B cleavage, fluorescence polarization; 0% vehicle, 100% cell-free pure enzyme wells;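 active = activation above the mean of all tested compounds plus 3 SD, set per screening campaign, cut at about 17% in these data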
# Target sequence (P14735 whole entry, looked up): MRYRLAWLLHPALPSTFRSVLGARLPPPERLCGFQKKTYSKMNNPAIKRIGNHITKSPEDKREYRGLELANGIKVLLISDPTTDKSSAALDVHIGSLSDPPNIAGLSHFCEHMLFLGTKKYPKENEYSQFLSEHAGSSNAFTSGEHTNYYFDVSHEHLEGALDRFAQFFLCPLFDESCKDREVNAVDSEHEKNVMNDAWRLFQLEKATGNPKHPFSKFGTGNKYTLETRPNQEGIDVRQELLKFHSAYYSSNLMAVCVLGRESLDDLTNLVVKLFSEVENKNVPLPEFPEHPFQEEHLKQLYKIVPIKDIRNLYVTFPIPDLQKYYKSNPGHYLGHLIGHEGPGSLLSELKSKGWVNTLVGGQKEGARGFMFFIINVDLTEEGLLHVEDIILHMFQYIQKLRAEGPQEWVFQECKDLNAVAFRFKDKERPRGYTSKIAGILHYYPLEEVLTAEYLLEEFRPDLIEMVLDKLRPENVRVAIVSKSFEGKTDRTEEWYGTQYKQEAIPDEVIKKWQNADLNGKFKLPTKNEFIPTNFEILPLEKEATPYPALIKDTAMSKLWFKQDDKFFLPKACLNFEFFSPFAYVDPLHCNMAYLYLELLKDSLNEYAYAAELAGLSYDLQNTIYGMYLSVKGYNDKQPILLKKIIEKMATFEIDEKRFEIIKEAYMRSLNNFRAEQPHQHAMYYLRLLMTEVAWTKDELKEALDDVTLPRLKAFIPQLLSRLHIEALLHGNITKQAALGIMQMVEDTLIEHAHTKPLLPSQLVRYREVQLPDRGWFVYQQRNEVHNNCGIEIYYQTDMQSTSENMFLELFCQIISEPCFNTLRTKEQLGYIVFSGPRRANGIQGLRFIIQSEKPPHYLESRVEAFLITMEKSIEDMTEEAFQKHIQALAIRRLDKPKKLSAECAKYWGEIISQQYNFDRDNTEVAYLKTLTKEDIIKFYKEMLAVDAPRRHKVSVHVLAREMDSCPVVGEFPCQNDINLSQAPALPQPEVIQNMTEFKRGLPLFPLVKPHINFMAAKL
# VIM-2 inh – inhibitors of Pseudomonas aeruginosa VIM-2 metallo-beta-lactamase. purified VIM-2, nitrocefin hydrolysis, epi-absorbance fluorescence. inhibition, % at 5.6 µM. 290,000 compounds, 0.89% hits;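 active = inhibition above the mean of all tested compounds plus 3 SD, cutoff set per screening run, cut at about 7.5% in these data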;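 note: red hydrolysis product quenches plate fluorescence so inhibitors raise well fluorescence; 0% = enzyme with DMSO and 100% = DMSO without enzyme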
# IMP-1 inhibitor – blocks Pseudomonas aeruginosa IMP-1 metallo-beta-lactamase; purified IMP-1, nitrocefin hydrolysis, epi-absorbance fluorescence; inhibition, % at 5.6 µM; 290,000 compounds, 0.45% hits; AID 1556;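 active = inhibition above the mean plus 3 SD of all compounds in the same screening run, cut at about 4.5% in these data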;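 note: 0% = IMP-1 with DMSO and 100% = DMSO wells lacking enzyme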
#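 system = purified recombinant IMP-1 beta-lactamase | amount = 0.2 nM IMP-1, as dispensed | medium = HEPES buffer pH 7.1 with ZnSO4 and Brij 35 | times = 25 °C, 15 min preincubation, 25 min reaction | detection = plate fluorescence quenching by hydrolysis product, ex 480/em 530 nm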
# HCV NS3 hel inh – blocks Hepatitis C virus NS3 helicase unwinding; inhibition, % at 10.9 µM; NS3 helicase DNA unwinding, Cy5 molecular beacon fluorescence; 290,000 compounds, 0.56% hits; AID 1800;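 active = inhibition above the mean of all tested compounds plus 3 SD, set per campaign, cut at about 35% in these data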;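 note: 0% = DMSO wells and 100% = thioflavine S control wells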
#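 Compound dosing – single dose, 10.9 µM nominal final, DMSO 0.8% final · System – NS3 helicase fragment of HCV · Buffer or medium – MOPS pH 6.5, MgCl2, DTT, Tween20, BSA · Signal – Cy5 beacon fluorescence read at start and 1 h · Also added – annealed dual-labelled DNA beacon duplex, ATP-started · Schedule – 1 h at 25 °C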
# IDE cell inh – inhibitors of human insulin-degrading enzyme in cells. AID 434962. HEK cells, FAbetaB cleavage, fluorescence polarization. 320,000 compounds, 0.41% hits. P14735. inhibition, % at 5.59 µM;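 active = percent inhibition above the average of all tested compounds plus 3 SD, set per screening campaign, cut at about 16% in these data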;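 note: IDE supplied by intact live HEK cells; FP after avidin binding of uncleaved biotin substrate so inhibition keeps polarization high; 0% = DMSO wells and 100% = 60 µM reference IDE inhibitor Ii1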
# pCIP destab – compounds decreasing mouse p/CIP protein stability; 290,000 compounds, 0.01% hits; F442A p/CIP-EGFP cells, EGFP fluorescence, 16 h; decrease of EGFP signal, % at 10 µM; Q05BA5;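 active = EGFP signal decrease of at least 30% at 10 µM or well 3 SD below plate mean, unless failing retest; inactive = the rest, including hits failing retest or dose response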; note: some compounds called inactive have numbers as strong as hits; many of its hits are not listed in these tables
# SUMO HTRF inh – blocks human SUMOylation mediated by UBC9. P63279. HTRF SUMOylation assay, SAE1/SAE2 + UBC9, in vitro. inhibition, % at 35 µM. 290,000 compounds, 0.36% hits. AID 2006; in the data active = inhibition above about 50%, passing the limit was not always enough; note: strong numbers were not always called active
# M18AAP inhibitor – PfM18AAP enzyme inhibition; inhibition, % at 7.35 µM; recombinant PfM18AAP, H-Glu-NHMec fluorogenic cleavage; 290,000 compounds, 1.2% hits;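 active = inhibition above the campaign mean inhibition over all tested compounds plus 3 SD, cut at about 28% in these data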;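 note: 0% = plate median of test compound wells and 100% = 2 mM ZnCl2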
# Starred values were filed as active, the others as inactive; nt = no result given.
SMILES,DNA FID counter,IDE act,VIM-2 inh,IMP-1 inhibitor,HCV NS3 hel inh,IDE cell inh,pCIP destab,SUMO HTRF inh,M18AAP inhibitor
O=C(CCCn1cncn1)N1CCCC(Nc2ccc(F)cc2)C1 (stereo not given),-10,1,-2.8,-2.1,1,nt,-7,10,5
CCC(C)[C@H]1COCCS(=O)(=O)N1Cc1ccc(Cl)cc1Cl (stereo not given in full),-23,1,2.4,2.2,15,4,-5,-10,0
COc1cc2c(cc1OC)CN(C(=S)Nc1ccc(C)cc1C)CC2,-4,7,-2.2,-0.7,5,0,-13,0,-10
O=C(/C=C/c1cccc(Br)c1)NC1CCN(Cc2ccccc2)CC1,13,0,-0.2,-1.8,-6,5,4,-2,5
N#CCCn1nnc2ccccc21,0,-1,0.2,-4.2,9,6,-14,18,-4
COc1cc2c(cc1NC(=O)CSc1nc3ccccc3[nH]1)oc1ccccc12,0,-1,-3.4,-1.9,-15,1,-3,-10,-5
Cc1nc2ccc(NC(=O)c3ccc4ccccc4n3)cc2s1,-5,3,0.3,-0.8,-10,-2,-6,-12,-3
O=C(N/C(=C/c1cccc(Br)c1)c1nc(=S)[nH][nH]1)c1ccccc1,5,-2,-0.8,-2.0,20,5,0,-32,18
CC(C)CC(=O)NC(=S)Nc1cccc(NC(=O)c2ccccc2)c1,-14,-1,-4.4,-0.2,12,10,-6,14,-11
CC(=O)c1c(C)[nH]c(C(=O)OCc2ccc([N+](=O)[O-])cc2)c1C,-6,3,-1.7,-4.9,-3,9,-16,-8,-5
Cc1ccc(OCC(=O)NNC(=O)c2cc(C)[nH]n2)cc1,-3,6,1.8,-2.2,-5,6,-2,15,11
CC(=O)c1ccc(N2CCN(CC(=O)Nc3ccccc3N3CCOCC3)CC2)cc1,-38,-3,-0.1,-3.2,-1,2,1,16,-1
Cc1cc2c(C)cc(=O)oc2c2c1NCCC2,1,-3,1.9,-2.9,5,3,-23,44,11
O=C(O)CN1C(=O)/C(=C\c2cc([N+](=O)[O-])ccc2OCc2ccccc2Cl)SC1=S,11,3,2.2,1.1,7,-2,-12,53,4
Cc1nn(CCC(=O)N2CCN(S(=O)(=O)c3ccccc3)CC2)c(C)c1C,-30,-1,-3.2,-2.3,-10,3,-1,14,-2
COc1ccccc1NS(=O)(=O)c1cc(N/C(=N\S(=O)(=O)c2ccccc2)c2ccc(F)cc2)ccc1Cl,-12,7,0.4,-0.7,-4,-2,-4,16,-5
COCCCNc1nc(N)c([N+](=O)[O-])c(NCc2ccccc2)n1,-18,-3,0.1,-2.7,-13,11,-15,-1,1
CCO[C@H]1OC(C(=O)N2CCN(Cc3ccc4c(c3)OCO4)CC2)=C[C@@H](c2ccc3c(c2)OCO3)[C@@H]1CCCO,-26,-2,-1.8,-1.7,-7,-6,-13,17,-4
Cc1c(/C=C2\SC(=Nc3cccc(C(=O)O)c3)NC2=O)c2ccccc2n1C,-28,5,0.2,-0.1,12,2,0,5,-2
O=C(COC(=O)CSc1cccc2cccc(Cl)c12)Nc1ncc(C(F)(F)F)cc1Cl,-10,4,-1.5,-1.6,17,-2,-13,20,-8
Cn1ncc(Br)c1C(=O)Nc1cccc(C(F)(F)F)c1,-11,5,-1.9,-1.8,2,10,-7,24,-7
CCN(CC)c1cc(C)c2ccccc2n1,2,8,-0.5,-1.1,6,-1,-9,-2,-1
CCN(CCNC(=O)Cn1c(=O)sc2ccccc21)c1ccccc1,nt,1,nt,nt,nt,0,-10,6,nt
COc1ccc(-c2oc(=O)n(C)c2-c2ccc(OC)cc2)cc1,-22,3,0.1,-0.4,-6,4,-1,-2,-5
COc1ccc(C(=O)NC(=S)NNC(=O)[C@H]2C[C@@H]2c2ccccc2)cc1OC,-7,-3,-0.7,-3.2,1,-1,-2,-17,7

# Brought forward from above: 2 entries; new compounds follow.
SMILES,DNA FID counter,IDE act,VIM-2 inh,IMP-1 inhibitor,HCV NS3 hel inh,IDE cell inh,pCIP destab,SUMO HTRF inh,M18AAP inhibitor
COc1ccc(-c2oc(=O)n(C)c2-c2ccc(OC)cc2)cc1,-22,3,0.1,-0.4,-6,4,-1,-2,-5
COc1ccc(C(=O)NC(=S)NNC(=O)[C@H]2C[C@@H]2c2ccccc2)cc1OC,-7,-3,-0.7,-3.2,1,-1,-2,-17,7
CC1Cc2ccccc2N1C(=O)CSc1nnc2c(n1)[nH]c1ccccc12 (stereo not given),-1,3,-2.6,-3.0,3,1,-7,-31,-1
Cc1cccc(CSCCNC(=O)c2ccc(CN3CCOCC3)cc2)c1,-5,-2,-2.8,0.1,-21,4,1,1,0
COc1ccc(NC(=O)c2c(C)oc3c2CCCC3)cc1,-2,-2,-0.1,-1.2,-7,0,-23,1,0
Cc1ccccc1C(=O)O/N=C(\c1ccccc1)c1ccccn1,-23,1,-1.6,-6.2,-9,2,-1,-6,10
Cc1cccc(N(CC(=O)NC2CCCC2)C(=O)CS(=O)CC(=O)Nc2ccc3c(c2)OCO3)c1C (stereo not given),-38,0,-2.0,-2.8,-3,5,-1,6,8
COc1ccc(CNC(=O)CN(c2cc(C)cc(C)c2)S(=O)(=O)c2c(C)[nH]c(=O)[nH]c2=O)cc1,-45,-2,-3.0,-3.3,-1,1,-10,-1,-2
CCOc1ccc(N2C(=O)Nc3ccccc3C2(O)C(=O)NCc2ccc(OC)cc2)cc1 (stereo not given),-9,3,0.5,-1.4,-7,2,0,15,-13
O=C(c1ccc(F)cc1)N1CCN(Cc2ccccc2)CC1,-10,2,-2.7,-0.6,9,2,-8,-1,-2
CCN(CC(=O)Nc1ccc(OC)cc1)CC(=O)Nc1ccc(Cl)cc1F,-17,-2,-1.9,-2.2,-11,1,12,-8,-1
O=C(NCc1ccc2c(c1)OCO2)C(=O)NCC(c1ccco1)N1CCN(c2ccccc2)CC1 (stereo not given),-2,9,-3.7,-1.0,-18,-1,-3,-3,2
COC(=O)c1[nH]c2cc(OC)c(OC)cc2c1/C=N/Nc1ccccc1,7,-2,-1.1,-2.1,-15,-1,-1,14,1
CCCCn1c(Nc2ccccc2)nc2ccccc21,-12,4,-2.1,-4.8,-7,-8,-6,6,-12
COc1ccc(-c2c(C)nc3c(-c4ccsc4)cnn3c2N)cc1,-3,3,-0.9,-4.4,-3,2,-1,12,-5
Cn1c(=O)c2c(-c3ccc(OC(F)F)cc3)cc(-c3ccccc3)nc2n(C)c1=O,-6,nt,0.6,-1.6,-10,-6,-2,-4,-2
CCCNC(=O)NC(=O)CSc1nc2ccccc2n1CC(C)C,-30,4,-1.7,-1.3,-13,-7,-3,-2,-2
Cc1cc(CSc2ccccc2)ccc1NC(=O)COc1ccccc1C,0,5,-3.7,-3.5,5,-1,3,-7,-1
COC(=O)C1=C(C)N(c2ccc(C)cc2)/C(=C/c2ccc(O)cc2)C1=O,-7,-4,-1.4,-2.4,3,11,8,10,-2
Cc1ccccc1NS(=O)(=O)c1nnc(NC(=O)C(C)C)s1,-3,4,0.4,-2.4,1,-7,-16,20,2
Cc1ccc2nc(N3CCN(c4cccc(C)c4C)CC3)c3nnnn3c2c1,-2,1,-0.5,-2.6,-4,4,-8,-3,-9
CC1(C)NC(C)(C)C(O)(C(N)=O)C1=O (stereo not given),-2,4,1.9,-2.6,-5,-4,3,-24,6
Clc1ccc(-n2nnnc2Sc2ncnc3sccc23)cc1,3,-7,-0.7,-1.3,-5,-3,nt,nt,-13
CCN(CC)C(=O)C1CCN(S(=O)(=O)c2c(C)noc2/C=C/c2cccc(C)c2)CC1,-45,0,-2.6,-2.4,-26,2,3,-6,10
CCc1ccc(OCC(=O)Nc2cccc3nsnc23)cc1,-2,4,-1.6,-2.1,-6,2,-3,20,-7
COc1ccc(CCNC(=O)c2ccc(CN3CCOCC3)cc2)cc1,-6,2,-0.2,-0.8,3,0,0,3,-6
Cc1ccc(NS(=O)(=O)c2ccc(C(=O)N3CCN(c4ccccn4)CC3)cc2)cc1,-27,-1,-0.5,-4.6,-2,6,-16,-4,-1
# Carrying on:
SMILES,DNA FID counter,IDE act,VIM-2 inh,IMP-1 inhibitor,HCV NS3 hel inh,IDE cell inh,pCIP destab,SUMO HTRF inh,M18AAP inhibitor
O=[N+]([O-])c1ccc(S(=O)(=O)N2CCN=C2SCc2ccc(F)cc2)cc1,1,3,0.7,-1.6,2,0,-13,11,-13
O=C(NN=C1CCCC1)c1ccccc1OCCOc1ccccc1,-8,3,0.8,0.9,-31,-5,-3,4,17
COc1ccc(OC)c(/C=N/NC(=O)c2cc3c(OC)cc(OC)cc3[nH]2)c1,-12,2,-2.4,-3.4,-4,6,-6,-9,-11
C1=C(CCNc2ncnc3c2cnn3-c2ccccc2)CCCC1,nt,4,nt,nt,nt,2,-10,17,nt
CCc1nnc(NC(=O)CCC(=O)Nc2ccc(C)cc2)s1,-11,0,0.9,-0.5,6,-2,-7,2,-1
Cc1nnc(SCC(=O)Nc2ccccc2F)n(N)c1=O,-4,2,-0.9,-1.4,4,-1,-15,0,1
COc1cccc(C(=O)N/N=C2/SCC(=O)N2CCc2ccc(OC)c(OC)c2)c1,-16,4,-1.4,-0.5,7,-4,2,-27,-2
COc1ccc(CNC(=O)C2CCCN(S(=O)(=O)c3c(C)n[nH]c3C)C2)cc1 (stereo not given),-2,4,-1.2,-1.2,0,1,-9,14,-10
CC(=O)Nc1c(C)nn(-c2ccc(C)c(C)c2)c1C,-1,7,-2.2,-3.1,0,8,-4,-12,0
CCOC(=O)c1[nH]c(C)c(C(=O)NCCCN2CCOCC2)c1C,-2,-2,-0.6,0.2,-5,-1,-4,12,-6
Cc1cccc(OCCOC(=O)C2CCN(S(=O)(=O)c3ccc(C)c(C)c3)CC2)c1,-34,5,-3.3,-3.2,-3,4,1,-16,0
Cc1ccc(S(=O)(=O)NCCCN2CCOCC2)cc1C,2,4,-3.0,3.9,2,1,-8,-22,3
CCOC(=O)c1nnn(CC(=O)Nc2cccc(Cl)c2C)c1C(=O)OCC,-13,4,-2.4,-3.9,5,3,-19,6,-8
O=C(Nc1ccnn1C1CCN(Cc2ccc3nonc3c2)CC1)c1cccc(F)c1,-11,2,-0.6,-2.6,-5,-1,6,5,0
CSc1ccccc1NC(=O)CCn1c(=O)sc2ccccc21,-5,3,-2.1,0.8,5,-11,-8,1,-8
CCOc1cc(C)c(S(=O)(=O)Nc2ccc3cn[nH]c3c2)cc1C,-7,2,0.1,-0.2,-24,-1,-21,-15,-6
CCC(C)n1c(-c2cccc(S(=O)(=O)N(CC)CC)c2)n[nH]c1=S (stereo not given),-26,-3,-3.2,-2.5,-1,5,0,16,12
O=c1cc(N2CCN(Cc3ccccc3)CC2)[nH]c(=O)n1-c1ccc(Br)cc1,-10,2,-4.1,-3.5,7,7,-17,12,4
COc1cccc(C2C(C(=O)c3cc4ccccc4o3)=C(O)C(=O)N2CCN2CCOCC2)c1 (stereo not given),-17,2,1.2,1.0,8,5,-12,5,2
CCOc1ccccc1CN1C(=O)c2ccccc2C1C(=O)NCC1CCCO1 (stereo not given),-6,-4,-4.0,-3.4,5,6,1,-5,1
